12-LOX inh: blocks human arachidonate 12S-lipoxygenase | purified 12hLO, xylenol orange hydroperoxide absorbance | Potency, µM (top dose mostly 108 µM), for inactives: top-dose activity change, negative = inhibition, most hits filed as inhibitors | 1.1% of 580,000 active | AID 1671190; note: potency is the fitted concentration of half-maximal effect; % is set by controls: 0 for no effect and ±100 for the full control effect
Target sequence (P18054 whole entry, looked up): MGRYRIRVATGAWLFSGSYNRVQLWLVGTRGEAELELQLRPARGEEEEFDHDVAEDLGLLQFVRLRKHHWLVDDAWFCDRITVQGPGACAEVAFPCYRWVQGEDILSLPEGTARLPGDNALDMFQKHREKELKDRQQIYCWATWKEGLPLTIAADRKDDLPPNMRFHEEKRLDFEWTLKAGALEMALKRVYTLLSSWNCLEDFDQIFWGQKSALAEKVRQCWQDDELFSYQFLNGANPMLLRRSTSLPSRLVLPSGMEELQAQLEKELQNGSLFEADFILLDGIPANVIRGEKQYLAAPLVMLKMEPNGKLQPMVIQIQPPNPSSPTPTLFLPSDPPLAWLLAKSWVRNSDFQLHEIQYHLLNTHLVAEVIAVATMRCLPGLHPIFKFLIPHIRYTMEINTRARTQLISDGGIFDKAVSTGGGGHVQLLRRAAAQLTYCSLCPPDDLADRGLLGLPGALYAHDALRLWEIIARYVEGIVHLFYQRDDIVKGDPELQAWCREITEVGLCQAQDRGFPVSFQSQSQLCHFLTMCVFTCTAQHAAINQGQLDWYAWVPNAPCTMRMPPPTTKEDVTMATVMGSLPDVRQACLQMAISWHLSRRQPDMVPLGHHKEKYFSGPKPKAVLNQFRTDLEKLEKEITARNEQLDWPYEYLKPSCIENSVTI
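Purified human 12hLO at 150 nM in 25 mM Hepes, 0.01% Triton X-100, pH 7.0, preincubated 15 min at room temperature with compound. Reaction started with 40 uM arachidonic acid, 30 min at room temperature. Hydroperoxide measured by Fe-xylenol orange, 573/405 nm absorbance ratio.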
BLM inh: Bloom syndrome helicase (human) inhibition; P54132; recombinant BLM DNA unwinding, fluorescence dequenching; Potency, µM (series often up to 56.1 µM), without a hit: top-dose activity change, negative = inhibition, usual class: inhibitors; 0.2% of 350,000 active; AID 2528;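 note: potency is the fitted concentration of half-maximal effect; plate controls were vehicle for no effect and no enzyme for full effect; nearly all actives have a fitted effect of over 35% in size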
Pol beta inh: inhibitors of human DNA polymerase beta | P06746 | Pol beta primer extension/strand displacement, fluorescence kinetic | Potency, µM (series often up to 114 µM), for the others: at the top dose activity change, negative = inhibition, hits mostly inhibitors | 1.3% of 340,000 active | AID 485314; note: potency is the fitted concentration of half-maximal effect; % is set by controls: 0 for no effect and ±100 for the full control effect
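Curves were derived by four-parameter Hill fits of normalized qHTS data. The kinetic fluorescent primer-extension read was taken at 0 and 10 min after 50 nM substrate, following a 15 min room-temperature preincubation of 10 nM enzyme with compounds.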
Anesthetic bind: candidate novel general anesthetic via apoferritin binding | P02791 | apoferritin/1-aminoanthracene competitive binding, fluorescence | Potency, µM (titrated, usually from 77.5 µM), without a hit: top-dose activity change, negative = displacement, usual class: inhibitors | 0.074% of 350,000 active; note: potency is the fitted concentration of half-maximal effect; % is set by controls: 0 for no effect and ±100 for the full control effect; nearly all actives have a fitted effect of over 20% in size
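10 uM apoferritin + 50% sat. 1-AMA, PBS; cpd 10 min RT; Ex380/Em535 endpoint; normalized to free probe vs complex; 4-param Hill fit; propofol titration as pos. ctrl.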
POLI inh: DNA polymerase iota (human) inhibition. AID 588590. Pol iota fluorescent replication assay, 10 min. Potency, µM (doses to about 115 µM), for the others: top-dose activity, negative = inhibition, hits mostly inhibitors. 1% of 390,000 active. Q9UNA4; note: potency is the fitted concentration of half-maximal effect
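Pol iota at 10 nM preincubated 15 min with compounds at room temperature; reaction started with fluorescent substrate, 50 nM final. Fluorescence read kinetically at 0 and 10 min; buffer-only wells as negative control.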
Pol kappa inh: inhibitors of human DNA polymerase kappa; Q9UBT6; purified Pol kappa, fluorescent DNA synthesis assay, 10 min; Potency, µM (series often up to 107 µM), without a hit: top-dose activity, negative = inhibition, usual class: inhibitors; 0.53% of 400,000 active; AID 588579; note: potency is the fitted concentration of half-maximal effect; % is set by controls: 0 for no effect and ±100 for the full control effect
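Kinetic fluorescence screen: compound preincubated 15 min RT with 10 nM enzyme; 50 nM substrate (final) initiates; reads at 0/10 min.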
ERG Ets-DNA blk: blocks human ERG Ets domain binding to DNA. P11308. fluorescence polarization, His-ERG Ets domain / labelled DNA. Potency, µM (series often up to 76.9 µM), for inactives: top-dose FP activity, negative = inhibition, usual class: inhibitors. 0.028% of 370,000 active. AID 624246; active = well fitted inhibition curve with a large enough effect in the polarisation, with a control signal flat; inconclusive = small, poorly fitted or top-dose-only effect, or effect the other way, or a change in a side signal; inactive = no such curve, though single readings can be large or run the other way; the % refers to the polarisation;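 note: polarization taken with two DNA probes labelled with fluorescein and Texas red; potency is the fitted concentration of half-maximal effect; % of control where 0% means no effect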
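His-tagged ERG Ets domain (1 uM in the protein solution; 300mM KCl, 50mM Tris-HCl, 1mM EDTA, 1mM DTT, pH 7.5) received compound, then a probe mix of 5 nM fluorescein-DNA and 100nM Texas-615-DNA. Fluorescence polarization was read for both dyes.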
TRHR ag: activates the human TRH receptor; 0.18% of 360,000 active; TRHR cells, calcium flux fluo-8, FDSS agonist mode; P34981; AID 493084; activation, % at 2 µM; in the data active = activation above about 30%; note: 0% is about no effect
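Steps: seed TRHR cells overnight; add fluo-8 no-wash Ca dye, RT 30 min–1.5 h; record 10 s baseline; pin-transfer compounds; monitor fluorescence 1 cycle/s for the agonist window. Calcium increases flag candidate agonists.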
APE1 inh: inhibitors of human APE1 endonuclease. Potency, µM (titrated, usually from 65.8 µM), without a hit: at the highest dose activity change, negative = inhibition, usual class: inhibitors. 0.35% of 350,000 active. recombinant APE1, TAMRA/BHQ-2 abasic DNA cleavage fluorescence. P27695;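 note: potency is the fitted concentration of half-maximal effect; plate controls were vehicle for no effect and reference inhibitor for full effect; nearly all actives have a fitted effect of over 55% in size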
Target sequence (P27695 whole entry, looked up): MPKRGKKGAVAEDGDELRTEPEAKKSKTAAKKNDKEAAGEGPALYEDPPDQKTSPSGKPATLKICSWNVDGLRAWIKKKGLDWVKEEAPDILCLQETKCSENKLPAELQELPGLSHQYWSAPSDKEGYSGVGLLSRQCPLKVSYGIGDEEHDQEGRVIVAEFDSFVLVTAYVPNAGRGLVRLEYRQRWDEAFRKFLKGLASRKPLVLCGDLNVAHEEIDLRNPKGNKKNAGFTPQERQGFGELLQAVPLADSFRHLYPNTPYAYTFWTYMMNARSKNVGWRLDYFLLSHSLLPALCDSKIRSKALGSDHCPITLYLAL
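Readout is kinetic fluorescence (ex 525, em 598 nm) from cleavage of 50 nM TAMRA/BHQ-2 THF abasic duplex by 0.75 nM APE1, compound added 15 min beforehand at RT.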
* hit, by the source's call; [ ] = another dose, or the depositor's remark. Unless noted, calls come from the whole dose curve; as a rule, active = well fitted curve in the direction sought with a large enough effect; inconclusive = small, poorly fitted or top-dose-only effect, or another doubt; inactive = no such curve, though single readings can be large; an effect the other way counts as inactive or inconclusive.

For Cc1ccc(-n2nnnc2SCC(=O)N2CCN(C(=O)c3ccco3)CC2)c(C)c1 the results were 12-LOX inh -1%, BLM inh 0%, Pol beta inh 12%, Anesthetic bind -8%, POLI inh 21%, Pol kappa inh -8%, ERG Ets-DNA blk 3%, TRHR ag -1.9 and APE1 inh -2%.
For S=C(NC1CC1)N1CCN(c2ccc(Cl)cc2)CC1 the results were 12-LOX inh -6%, BLM inh -5%, Pol beta inh 16%, Anesthetic bind -5%, POLI inh 24%, Pol kappa inh -10%, ERG Ets-DNA blk -14%, TRHR ag 0.2 and APE1 inh -2%.
Cc1noc(C)c1S(=O)(=O)N1Cc2ccccc2CC1C(=O)N(C)C (centres undefined) was read as 12-LOX inh 15%, BLM inh -1%, Pol beta inh 54%, Anesthetic bind -12%, POLI inh -14%, Pol kappa inh 3%, ERG Ets-DNA blk 0%, TRHR ag 0.0 and APE1 inh 6%.
`O=C(Nc1cc2c(cc1C(=O)c1cccc(Br)c1)OCCO2)c1ccccc1F` gave 12-LOX inh -7%, BLM inh -11%, Pol beta inh -1%, Anesthetic bind 6%, POLI inh 14%, Pol kappa inh 3%, ERG Ets-DNA blk 5% and TRHR ag 1.4.
For Cc1[nH]c2ccccc2c1NC(=O)CN1CCN(c2cccc(C(F)(F)F)c2)CC1 the results were 12-LOX inh 364%[activator], BLM inh -14%, Pol beta inh -1%, Anesthetic bind inconclusive, POLI inh -10%, Pol kappa inh -12%, ERG Ets-DNA blk -6%, TRHR ag 0.7 and APE1 inh 13%.
O=C1CCCN1c1ccc(S(=O)(=O)N2CCCCC2)cc1 was read as 12-LOX inh -1%, BLM inh -2%, Pol beta inh 50%, Anesthetic bind -12%, POLI inh 26%, Pol kappa inh 0%, ERG Ets-DNA blk -6%, TRHR ag 0.1 and APE1 inh 17%.
CC(=O)N(C)c1ccc(NC(=S)Nc2cccc3ccccc23)cc1 was read as 12-LOX inh -16%, BLM inh -15%, Pol beta inh -2%, Anesthetic bind -8%, POLI inh 7%, Pol kappa inh 0%, ERG Ets-DNA blk -3%, TRHR ag 1.6 and APE1 inh 0%.
`Cc1ccc(C)c(NC(=S)N2CCN(c3cccc(C(F)(F)F)c3)CC2)c1` gave 12-LOX inh -4%, BLM inh 0%, Pol beta inh 26%, Anesthetic bind -10%, POLI inh 17%, Pol kappa inh -1%, ERG Ets-DNA blk 14%, TRHR ag -0.5 and APE1 inh -4%.
`COc1ccc(-n2cc(CNC3CCN(C)CC3)c(-c3cccc(F)c3)n2)cc1` gave 12-LOX inh inconclusive, BLM inh 37%[activator], Pol beta inh 5%, Anesthetic bind -13%, POLI inh 45%[activator], Pol kappa inh -8%, ERG Ets-DNA blk -10%, TRHR ag 8.1 and APE1 inh 1%.
`Cc1ccc(S(=O)(=O)/N=C(\CSC(N)=O)Nc2ccccc2)cc1` gave 12-LOX inh 2%, BLM inh 2%, Pol beta inh 3%, Anesthetic bind -1%, POLI inh 10%, Pol kappa inh -4%, ERG Ets-DNA blk 10%, TRHR ag 0.1 and APE1 inh -3%.
`Cc1sc2ncn(CC(=O)N(CC(=O)NC3CCCC3)Cc3cccs3)c(=O)c2c1C` gave 12-LOX inh -1%, BLM inh -1%, Pol beta inh -12%, Anesthetic bind -16%, POLI inh 13%, Pol kappa inh 3%, ERG Ets-DNA blk -6%, TRHR ag -0.2 and APE1 inh 3%.
`O=C(Nc1ccn([C@H]2CC[C@@H](CO)O2)c(=O)n1)c1ccccc1` gave 12-LOX inh 327%[activator], BLM inh -3%, Pol beta inh 3%, Anesthetic bind -8%, POLI inh 22%, Pol kappa inh 5%, ERG Ets-DNA blk -5%, TRHR ag 0.6 and APE1 inh 2%.
`COC(=O)COc1ccc(S(=O)(=O)Nc2ccc3c(c2)OCCO3)cc1Cl` gave 12-LOX inh 3%, BLM inh -3%, Pol beta inh 24%, Anesthetic bind -20%, POLI inh 4%, Pol kappa inh -8%, ERG Ets-DNA blk -7%, TRHR ag 0.5 and APE1 inh -4%.
COC(=O)c1ccccc1S(=O)(=O)NNC(=O)C1COc2ccccc2O1 (centres undefined) was read as 12-LOX inh 3%, POLI inh -7%, Pol kappa inh -2%, ERG Ets-DNA blk -2%, TRHR ag -0.2 and APE1 inh 18%.
Cc1ccc(C)c(-n2nnc(-c3nc(-c4ccccc4C)no3)c2C)c1 was read as 12-LOX inh 0%, BLM inh -7%, Pol beta inh -3%, Anesthetic bind 38%[activator], POLI inh 14%, Pol kappa inh -9%, ERG Ets-DNA blk 1% and TRHR ag 0.1.
`CCOC(=O)c1nn(C)c(=S)n(C)c1=O` gave 12-LOX inh -4%, POLI inh 10%, Pol kappa inh 2% and ERG Ets-DNA blk 10%.
Fc1ccccc1OCCSc1ncnc2nc[nH]c12 was read as 12-LOX inh -7%, BLM inh -6%, Pol beta inh 9%, Anesthetic bind -17%, POLI inh -4%, Pol kappa inh -18%, ERG Ets-DNA blk -2%, TRHR ag 2.4 and APE1 inh 17%.
Cc1c(Cl)cc(-n2cnnn2)cc1[N+](=O)[O-] was read as 12-LOX inh -4%, BLM inh -3%, Pol beta inh 24%, Anesthetic bind -6%, POLI inh -8%, Pol kappa inh 3%, ERG Ets-DNA blk 15%, TRHR ag -0.6 and APE1 inh 0%.
`CCOc1cccc2sc(N(CCCN(C)C)C(=O)c3ccc(S(=O)(=O)N(C)Cc4ccccc4)cc3)nc12` gave 12-LOX inh inconclusive, BLM inh -4%, Pol beta inh -1%, Anesthetic bind -22%, POLI inh 16%, Pol kappa inh -13%, ERG Ets-DNA blk 5%, TRHR ag 1.1 and APE1 inh 2%.
`CC(=O)/C(N=Nc1ccc2c(c1)OCO2)=C(\C)O` gave 12-LOX inh inconclusive, BLM inh -1%, Pol beta inh 5%, Anesthetic bind 4%, POLI inh 5%, Pol kappa inh -22%, ERG Ets-DNA blk -13%, TRHR ag 0.2 and APE1 inh -7%.
`CCOC(=O)CCCN1CC(O)=C(c2nc3ccccc3s2)C1=N` gave 12-LOX inh 216%[activator], BLM inh -2%, Pol beta inh -21%, Anesthetic bind -1%, POLI inh 16%, Pol kappa inh 5%, ERG Ets-DNA blk 15%, TRHR ag -0.1 and APE1 inh -11%.
Screening CCc1ccc(NC(=O)CSc2nc3n[nH]c(C)c3c(=N)n2-c2ccc(C)cc2)cc1 returned 12-LOX inh 0%, BLM inh -2%, Pol beta inh inconclusive, Anesthetic bind inconclusive, POLI inh -30%, Pol kappa inh -2%[60.1 µM], ERG Ets-DNA blk 2% and TRHR ag -0.7.
Screening CN(CCC#N)c1ncnc2scc(-c3ccccc3)c12 returned 12-LOX inh 0%, BLM inh -14%, Pol beta inh 5%, Anesthetic bind -14%, POLI inh 15%, Pol kappa inh 0%, ERG Ets-DNA blk 0%, TRHR ag 0.0 and APE1 inh 12%.
`CCOc1cc(C(=S)N2CCOCC2)ccc1OC(=O)c1ccc(C)cc1` gave 12-LOX inh -15%, BLM inh -8%, Pol beta inh 0%, Anesthetic bind inconclusive, POLI inh inconclusive, Pol kappa inh 3%, ERG Ets-DNA blk 14%, TRHR ag -0.2 and APE1 inh 25%.
COc1ccnc(CS(=O)c2nc3cc(C(O)(F)F)ccc3[nH]2)c1OC (centres undefined) was read as 12-LOX inh 0%, BLM inh -8%, Pol beta inh 1%, Anesthetic bind 1%, POLI inh 134%[activator], Pol kappa inh -4%, ERG Ets-DNA blk 10%, TRHR ag -0.7 and APE1 inh 0%.
CC(C)CN(C(=O)COC(=O)COc1ccc2ccccc2c1)c1c(N)n(Cc2ccccc2)c(=O)[nH]c1=O was read as 12-LOX inh inconclusive, POLI inh 9%, Pol kappa inh 5%, ERG Ets-DNA blk 0%, TRHR ag 1.9 and APE1 inh 31%.
Clc1ccc2c(NCc3ccccc3)ccnc2c1 was read as 12-LOX inh 4%, BLM inh -7%, Pol beta inh -1%, Anesthetic bind -11%, POLI inh 20%, Pol kappa inh 3%, ERG Ets-DNA blk -5%, TRHR ag 2.0 and APE1 inh 12%.
For Cc1cccc2nc(CNc3ccc(F)cc3)cn12 the results were 12-LOX inh 164%[activator], BLM inh -1%, Pol beta inh -20%, Anesthetic bind 0%, POLI inh 12%, Pol kappa inh -1%, ERG Ets-DNA blk 3%, TRHR ag 0.4 and APE1 inh 2%.
C#CCSc1n[nH]c(=O)n1-c1cccc(C(F)(F)F)c1 was read as 12-LOX inh 38%[activator], BLM inh -1%, Pol beta inh -4%, Anesthetic bind -1%, POLI inh 15%, Pol kappa inh -1%, ERG Ets-DNA blk -3%, TRHR ag -0.8 and APE1 inh -1%.
CC(=O)N/C(=C/c1ccc2c(c1)OCO2)C(=O)NCCO was read as 12-LOX inh -5%, BLM inh -8%, Pol beta inh -9%, Anesthetic bind -1%, POLI inh 23%, Pol kappa inh -15%, ERG Ets-DNA blk 1%, TRHR ag 1.3 and APE1 inh 3%.
O=C(CCCN1C(=O)c2cccc3cccc(c23)C1=O)N1CCc2ccccc2C1 was read as 12-LOX inh -15%, BLM inh 2%, Pol beta inh 24%, Anesthetic bind inconclusive, POLI inh 2%, Pol kappa inh -9%, ERG Ets-DNA blk -3%, TRHR ag -0.9 and APE1 inh -6%.

Entries above with a thiophene ring, fused or not, in the order listed:
`Cc1sc2ncn(CC(=O)N(CC(=O)NC3CCCC3)Cc3cccs3)c(=O)c2c1C` gave 12-LOX inh -1%, BLM inh -1%, Pol beta inh -12%, Anesthetic bind -16%, POLI inh 13%, Pol kappa inh 3%, ERG Ets-DNA blk -6%, TRHR ag -0.2 and APE1 inh 3%.
Screening CN(CCC#N)c1ncnc2scc(-c3ccccc3)c12 returned 12-LOX inh 0%, BLM inh -14%, Pol beta inh 5%, Anesthetic bind -14%, POLI inh 15%, Pol kappa inh 0%, ERG Ets-DNA blk 0%, TRHR ag 0.0 and APE1 inh 12%.

Not all compounds are listed (hit frequency here may not be typical).
